Shn3 3UTR inh – reduction of Shn3 3'UTR firefly luciferase signal, primary screen, Schnurri-3 inhibitor project, cell-based, Clone20 osteoblasts, set 2; Clone20 osteoblast Shn3 3'UTR firefly luciferase, 24 h; inhibition, % at 12.5 µM; 360,000 compounds, 0.52% hits; AID 588674, 2011;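 active means mean inhibition of at least 75% with every replicate also reaching 75%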;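 further: 0% = median of neutral control wells and 100% = pilot-screen positive control compound; some compounds past the cut are filed as inactive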
CF NFkB inh – inhibitors of PAF-induced NF-kB signaling, primary screen, cell-based, GFP fluorescence, uHTS; KKLEB NF-kB-GFP reporter, GFP fluorescence overnight; inhibition, % at 5 µM; 360,000 compounds, 0.86% hits; AID 588850, 2011;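 active means at least 50% inhibition at 5 µM, scaled per plate between neutral and stimulator controls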;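 further: PAF is a Pseudomonas aeruginosa culture filtrate used as stimulus; plate controls were PAF-stimulated DMSO wells for no effect and unstimulated DMSO wells for full effect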
NR2E3 ag-1 – NR2E3 agonists in two-hybrid cells, primary screen, cell-based, luminescence, CHO-S, Gal4-NCOR/VP16-NR2E3; Photoreceptor-specific nuclear receptor (Homo sapiens), Q9Y5X4; luciferase; inhibition of corepressor binding, % at 3.98 µM; 360,000 compounds, 0.35% hits; AID 602229, 2012;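 active means inhibition above the mean of all tested compounds plus 3 SD, cut at about 70% in these data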;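 further: 0% = DMSO with NR2E3 transfected cells and 100% = cells lacking NR2E3 construct; higher means lower luciferase signal from less NR2E3 corepressor binding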
Target sequence (Q9Y5X4 whole entry, looked up, the tested form may be a part): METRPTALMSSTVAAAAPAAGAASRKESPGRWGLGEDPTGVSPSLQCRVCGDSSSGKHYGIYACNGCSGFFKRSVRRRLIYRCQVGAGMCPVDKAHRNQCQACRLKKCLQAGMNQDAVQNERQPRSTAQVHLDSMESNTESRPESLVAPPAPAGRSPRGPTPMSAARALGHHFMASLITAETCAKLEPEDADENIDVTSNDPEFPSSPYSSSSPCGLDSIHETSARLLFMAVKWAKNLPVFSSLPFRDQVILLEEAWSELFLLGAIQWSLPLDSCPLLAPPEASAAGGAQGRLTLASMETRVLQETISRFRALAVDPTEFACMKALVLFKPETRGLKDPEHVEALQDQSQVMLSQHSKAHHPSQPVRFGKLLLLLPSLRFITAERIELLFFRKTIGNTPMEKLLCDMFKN
LMP1 NFkB inh – EBV LMP1-driven NF-kappaB luciferase reporter inhibitors, primary screen, cell-based, luminescence, single point. 350,000 compounds, 0.69% hits. AID 504558, 2011. inhibition, % at 12.5 µM. LMP1-induced NF-kappaB luciferase reporter cells; in the data active means inhibition above about 41%;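 further: 0% = neutral control wells and 100% = reference inhibitor control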
NR2E3 ag-2 – inhibitors of NR2E3-RetCOR corepressor binding, primary screen, NR2E3 agonist project, biochemical, TR-FRET, GST-NR2E3, biotin-RetCOR; Photoreceptor-specific nuclear receptor (Homo sapiens), Q9Y5X4; 1536-well; inhibition of corepressor binding, % at 4.78 µM; 320,000 compounds, 0.12% hits; AID 2300, 2010;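 active means percent inhibition above the cutoff of mean plus 3 SD of all tested compounds, set per screening campaign, cut at about 20% in these data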;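 further: 0% = DMSO wells and 100% = biotin wells as full block of FRET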
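Test system – NR2E3–RetCOR corepressor complex · Quantity – NR2E3 fusion 1.35 nM · Buffer or medium – Tris pH 7.5 · Incubation – Compound–protein incubation for 5 h at 4 °C · Technique – TR-FRET, Eu(K)-anti-GST donor, streptavidin-D2 acceptor, ex 340, em 617/671 nm · Evaluation – percent inhibition of 671/617 nm emission ratio versus biotin and DMSO controls · Plate – 1536-well format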
KKLEB tox – cytotoxicity in KKLEB CF airway cells, primary screen, cytotoxicity control for CF NF-kB inhibitor project, cell-based, uHTS, fluorescence assay plates | KKLEB CF airway cells viability, ATPlite luminescence, overnight; active compounds read low; cells stimulated with P. aeruginosa culture filtrate | activity change (cytotoxicity), % at 5 µM | 360,000 compounds, 0.36% hits;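 active means corrected activity change at or below -50% at 5 µM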
hiPSC survival – enhancers of single-cell hiPSC survival, primary screen, ATPlite luminescence; 360,000 compounds, 0.044% hits; survival enhancement, % at 20 µM; AID 602274, 2012; 100% = ROCK inhibitor wells, 0% = DMSO; in the data active means survival enhancement above about 18%;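 further: cells exposed to compounds for 16 hours before the ATP read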
HIF-2a inh – HIF-2a reporter inhibitors, primary screen, luminescence, 786-0 RCC cells | inhibition, % at 18.8 µM | 786-0 RCC cells HIF-2a reporter, luciferase luminescence, overnight | AID 624352, 2012 | 360,000 compounds, 0.72% hits;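 active means inhibition of the luminescence signal of 40% or more relative to plate controls, in a single-dose primary screen at 18.75 µM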
TRAIL sens C8 – viability loss with TRAIL in NB7+C8 cells, primary screen, TRAIL sensitizer project, cell-based, ATPlite luminescence. inhibition (viability loss, TRAIL sensitization), % at 10 µM. 360,000 compounds, 1% hits. AID 624354, 2012;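 active means compounds causing at least 50% loss of cell viability in the single-dose screen, relative to plate controls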
TRPM1 prom inh – inhibitors of MITF-dependent TRPM1 promoter reporter, primary screen, cell-based, SK-MEL-5, single point, luciferase; inhibition, % at 12.5 µM; SK-MEL-5 TRPM1 promoter luciferase, 24 h; 330,000 compounds, 0.83% hits;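 active means mean inhibition across replicates of 60% or more, whatever share of single replicates reaches that level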; further: values of inactives mirror those of a sister screen read the other way
Peg3 promoter – Peg3 promoter-driven luciferase inhibitors, primary screen, cell-based, HeLa, luciferase luminescence; 360,000 compounds, 1.7% hits; AID 588405, 2011; HeLa PEG-Prom luciferase reporter, overnight; inhibition, % at 20 µM;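 active means inhibition of at least 50% at 20 µM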
Active calls of the source: *; nt = not tested or not shown. These rows are one share of the data. The share of hits here may be higher or lower than overall.

SMILES	Shn3 3UTR inh	CF NFkB inh	NR2E3 ag-1	LMP1 NFkB inh	NR2E3 ag-2	KKLEB tox	hiPSC survival	HIF-2a inh	TRAIL sens C8	TRPM1 prom inh	Peg3 promoter
O=C(N/N=C\c1c(F)c(F)c(F)c(F)c1F)c1ccc(-c2ccccc2)cc1	2.9	31.1	-0.7	-2.6	3.9	-22.9	0.0	21.8	1.7	-7.8	20.7
CC(=O)c1ccc(NC(=S)N(C)C2CCN(C)CC2)cc1	-1.3	0.1	-6.4	-1.8	2.2	0.2	-0.1	8.8	2.0	-1.8	-2.0
COC(=O)c1ccc(N2C(=O)CC(N3CCOCC3)C2=O)cc1 (centres undefined)	-9.1	-9.3	-13.7	1.9	1.3	-2.1	-2.0	4.9	2.6	-11.5	8.3
Cc1ccccc1NC(=O)Cn1cccc1	-10.0	-3.5	-1.3	6.3	-2.3	4.5	0.8	-9.3	-11.0	1.5	2.6
Cc1ccc(/C=N/NC(=O)c2c[nH]c3ccccc23)s1	-100.5	-4.1	-30.4	-34.3	0.9	1.1	-0.3	-215.0	15.5	-66.1	-212.6
Cc1ccc(CNCC(=O)Nc2ccc(C)cc2Br)cc1	-1.5	11.9	-21.1	-16.4	1.9	7.7	-0.6	-43.9	4.9	-0.1	-30.3
CC(C)N(C)c1ncnc2c1ncn2[C@H]1CN(Cc2ccc(-c3ccccc3)cc2)C[C@@H](CO)O1	27.8	25.1	55.3	nt	nt	-16.5	10.0	9.0	4.4	nt	3.6
O=C(O)c1cc(NCc2ccccc2)ccc1N1CCOCC1	1.8	-4.7	-22.2	1.0	-1.9	2.5	-1.8	6.9	-1.8	0.6	11.1
COc1cccc(NC(=O)CN(C)C(=O)c2ccc(NC(=O)CC3SC(N4CCCC4)=NC3=O)cc2)c1 (centres undefined)	-12.8	-5.6	10.4	1.4	nt	17.2	0.0	11.7	-8.3	nt	5.2
Cc1nn(C)cc1/C=N/NC(=O)c1ccco1	-29.9	12.6	-24.9	-9.9	0.0	-0.2	2.1	-113.6	21.3	-29.4	-52.3
COc1c(C)cc(S(=O)(=O)NCCN2CCOCC2)c(C)c1C	13.4	-1.4	6.4	0.2	-0.7	10.8	0.1	16.0	-2.0	-4.4	1.9
CN(C1CCS(=O)(=O)C1)S(=O)(=O)c1ccccc1 (centres undefined)	-3.7	4.4	-4.4	-23.1	5.2	6.0	-0.9	-3.5	1.4	0.1	11.0
C=CCNC(=S)N1CCN(c2cc3c(cc2F)c(=O)c(C(=O)O)cn3CC)CC1	-41.2	18.5	-31.7	-5.3	-1.2	-7.1	-0.6	-79.6	-12.5	-4.1	-18.4
O=C(NCc1cccs1)c1ccc(Cl)c(S(=O)(=O)N2CCCC2)c1	16.1	-6.8	-9.7	2.5	5.6	-3.6	-0.2	13.3	10.0	3.1	1.1
O=C1CN(C(=O)CNCc2cccc(Cl)c2)c2ccccc2N1	1.1	6.9	17.0	3.6	0.1	-18.4	-0.1	-6.9	-5.0	1.1	-7.2
CC(=O)Nc1ccccc1-c1nnn(CC(=O)Nc2ccc3c(c2)OCCO3)n1	1.9	5.9	7.3	-2.1	-4.0	-9.8	3.4	-2.9	-2.7	6.2	14.1
O=C1CC[C@H](O)CCN1[C@H](CSc1ccc(Br)cc1)Cc1ccccc1	-22.0	-31.3	9.1	-2.2	5.3	8.5	1.0	11.1	0.5	6.4	-9.7
CC(C)Oc1ccc(Cn2c(=O)oc3ccccc32)cc1	7.3	-12.3	7.2	nt	1.4	7.2	0.1	-6.5	-12.5	-33.6	1.0
COc1ccc(COC(=O)C2=C(C)NC(=O)NC2c2ccc(OC)cc2)cc1 (centres undefined)	12.7	52.8*	-9.5	4.2	-4.2	7.8	-0.5	26.5	20.1	-5.3	33.5
CC(=O)N1CC2(CC(c3ccccc3C(F)(F)F)=NO2)CN1c1ccc(Cl)cc1 (centres undefined)	7.1	-7.8	-23.2	7.8	nt	-5.2	5.6	4.0	9.1	nt	-0.4
Cc1ccc(S(=O)(=O)N2CCOCC2)cc1C(=O)OC1CCCCC1=O (centres undefined)	23.0	18.4	6.1	3.9	6.1	4.0	0.9	7.6	0.7	16.8	7.4
COc1ccc2[nH]c(CN3CCN(CCC(C)C)C(CCO)C3)c(C)c2c1 (centres undefined)	11.1	7.0	-4.5	3.7	2.1	5.2	-0.6	10.6	-5.1	0.0	7.2
Cn1c(=O)[nH]c(=O)c2c1nc(CN1CCOCC1)n2Cc1ccccc1	-22.8	-2.3	10.1	-4.2	-5.4	9.4	-1.5	7.0	-10.8	-2.5	8.4
CN(C)C(=O)C1C2NC(=S)N(c3ccc(Cl)cc3)C1(C)Oc1ccc(Cl)cc12 (centres undefined)	-10.4	-3.0	-11.1	-3.3	4.8	0.7	-0.2	26.8	-11.4	-5.4	13.2
COc1cc(C(Nc2ccccn2)c2c(NC(=O)c3ccco3)sc(C)c2C)cc(OC)c1OC (centres undefined)	16.7	13.2	-17.2	-0.1	-0.4	-2.6	-4.4	-25.5	5.6	-7.5	10.9
Going on with the list:
SMILES	Shn3 3UTR inh	CF NFkB inh	NR2E3 ag-1	LMP1 NFkB inh	NR2E3 ag-2	KKLEB tox	hiPSC survival	HIF-2a inh	TRAIL sens C8	TRPM1 prom inh	Peg3 promoter
COc1ccc(CN(C)C(=O)C2CCN(C(=O)Nc3ccccc3)CC2)cc1	6.9	-14.3	-1.6	4.7	-2.3	7.7	0.0	9.9	1.0	1.3	-2.4
CC(NC(=O)Nc1ccccc1)C(c1cccs1)N1CCOCC1 (centres undefined)	-17.2	8.3	-14.3	3.6	0.7	0.0	0.5	16.4	-5.8	0.3	8.1
O=C(O)c1ccc(/C=N/Nc2ncc(C(F)(F)F)cc2Cl)cc1	-13.7	-8.2	-27.7	-2.8	0.7	-2.1	-0.7	-15.8	4.4	-6.1	-37.1
CCOc1ccccc1N1CCN(C(=O)c2cccc(-c3ccc(O)cc3)c2)CC1	22.5	3.3	17.8	-7.0	3.1	-11.8	-1.9	27.0	-13.1	5.8	23.6
Cc1ccc(S(=O)(=O)N(C)c2ccc(C(=O)N3CCCCC3)cc2)cc1	43.8	-2.5	32.6	1.2	-2.4	1.2	-2.4	19.4	13.4	8.4	17.1
Cc1cccc(C)c1OCCNC(=O)c1ccc2ccccc2n1	13.2	0.9	18.4	-4.1	-1.7	4.4	-0.5	-9.8	10.7	-5.8	4.6
Cc1ccc(C)c2c1cc(C)c1nnc(SCC(=O)N3CCCc4ccccc43)n12	15.6	5.4	-1.4	-18.5	4.4	4.9	0.8	21.5	-3.6	-12.1	7.7
CCc1cccc(CC)c1NC(=O)C[n+]1cccc(C(N)=O)c1	-10.5	8.2	0.0	-25.7	0.5	-6.3	-2.2	-8.7	-3.8	-1.8	0.7
COc1ccc2[nH]cc(CCNC(=O)COc3cc(C)cc4oc(=O)cc(C)c34)c2c1	17.3	-8.3	-8.9	0.3	-1.6	-2.9	-1.5	11.8	12.8	12.6	6.2
NC(=O)CSc1nccn1Cc1ccccc1	6.1	5.9	-3.0	-2.2	-0.2	2.4	-0.6	14.5	14.1	8.1	10.7
Cc1ccc(S(=O)(=O)N2[C@@H](c3ccccc3)C(C(=O)O)=CC[C@H]2c2ccc3c(c2)OCO3)cc1	-4.6	9.8	11.9	20.4	-1.9	-6.5	0.5	-3.0	6.5	4.7	9.2
COCCNC(=O)c1cc2c(c(-c3cccc(C#Cc4ccc(OC)c(OC)c4)c3)n1)[C@H](CCO)N(S(=O)C(C)(C)C)C2 (some centres undefined)	-14.2	-13.9	-12.2	nt	nt	-10.6	1.8	14.0	-13.6	nt	10.5
Cc1ccc(C2(C(F)(F)F)NC(=O)N3N=C4CCCCCN4C3=C2C#N)cc1 (centres undefined)	-10.5	3.0	-11.1	1.6	2.2	5.4	-0.5	2.8	-1.3	-6.9	-3.9
CN1CCN(C(=O)OCCOCCOC(=O)N2CCN(C)CC2)CC1	24.4	0.1	-3.9	-1.9	nt	-3.0	1.1	-1.4	-7.0	-2.5	-1.2
CC(C)Cn1c(N)c(C(=O)CSc2nnc(C3CC3)n2C2CC2)c(=O)n(C)c1=O	-1.8	16.6	7.9	3.8	nt	-0.3	-0.4	11.2	-12.3	2.8	1.4
CC[C@]1(C(=O)OC)[C@H]2C(=O)N(Cc3ccccc3)C(=O)[C@H]2[C@H]2CN(C)C(=NCc3ccccc3)N21	9.0	-6.5	-13.4	-9.4	nt	-2.2	0.3	3.6	3.8	-0.2	-4.5
Cc1ccc(NC(=O)COC(=O)CCc2nc3ccccc3c(=O)[nH]2)cc1Cl	-1.4	-13.2	-41.4	-33.1	7.8	-4.5	-0.8	-9.2	-1.8	-0.3	-2.2
COc1cc(CNCC(C)C)c(Br)cc1OCC(=O)NCc1ccccc1	-8.2	10.3	0.0	-2.9	4.0	-0.4	5.6	11.6	-5.0	1.4	6.2
Cc1ccc(-c2cc[n+](Cc3ccccc3)cc2)cc1	65.7	-0.8	-6.9	-2.0	3.5	5.4	-0.7	20.2	-10.7	16.1	28.0
O=C(CCCc1ccccc1)Nc1ccnn1C1CCN(Cc2ccccc2)CC1	4.3	-44.8	18.2	7.4	-1.1	-6.3	-0.3	-0.6	4.8	8.6	-16.1
Cc1cc(C)n2nc(C(=O)NNC(=O)c3ccccc3)nc2n1	3.5	-21.6	-27.4	-5.7	1.0	8.7	-0.4	2.2	-7.6	-8.1	3.0
COC(=O)c1cc(Cl)c(NC(=O)c2cc3ccccc3o2)cc1OC	-21.6	-22.0	-40.8	-9.4	-9.8	-3.9	1.4	-160.7	5.1	-48.8	-134.2
COc1cc(CNc2ccc3[nH]c(=O)[nH]c3c2)ccc1OCc1ccc(F)cc1	13.9	-12.6	-41.0	6.1	-1.5	6.9	-0.6	-10.9	-11.8	-45.2	-48.9
CCn1cc(C(=O)NCCC2=CCCCC2)c(=O)c2cc(S(=O)(=O)N(C)C)ccc21	4.0	11.1	-9.6	2.0	-0.1	-1.2	-0.9	-1.1	6.8	0.0	28.0
Cc1cccc(NC(=O)C(=O)NCC2CCCN2S(=O)(=O)c2cccs2)c1C (centres undefined)	-4.2	4.8	-7.7	6.3	0.6	-2.9	-0.3	-24.9	-7.9	5.9	-4.5
COCCCNC(=O)Nc1ccc(F)cc1F	-7.4	-5.3	-7.8	0.2	1.0	-4.9	-2.6	-23.2	11.9	-6.4	-5.9

Screens from PubChem BioAssay.
